M. tuberculosis GlmU – inhibition of mycobacterial GlmU enzyme – biochemical, glucosamine-1-phosphate acetyltransferase (AID 1376); M. tuberculosis GlmU acetyltransferase enzyme assay; higher % means a stronger effect; inhibition, %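 (tested at 30 µM in the primary screen)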; hits with a dose series show IC50 in µM; 220,000 tested, 0.25% active; in the data active means inhibition above about 13%;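 further: 0% = complete reaction with vehicle and 100% = reaction without substrate; strong numbers were not always called active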
Mtb RmlCD inh – M. tuberculosis RmlC/RmlD coupled enzyme inhibitors, primary screen, biochemical, compound mixtures, 384-well, from 1536-well plates. 160,000 tested, 0.03% active. RmlC+RmlD coupled enzyme assay, percent inhibition; primary screen in compound mixtures. inhibition, % at 3.6 µM; in the data active means inhibition mostly above about 34%, no sharp cut-off; further: some results filed as inactive read as strong as hits
Target sequence (P9WH09 whole entry, looked up): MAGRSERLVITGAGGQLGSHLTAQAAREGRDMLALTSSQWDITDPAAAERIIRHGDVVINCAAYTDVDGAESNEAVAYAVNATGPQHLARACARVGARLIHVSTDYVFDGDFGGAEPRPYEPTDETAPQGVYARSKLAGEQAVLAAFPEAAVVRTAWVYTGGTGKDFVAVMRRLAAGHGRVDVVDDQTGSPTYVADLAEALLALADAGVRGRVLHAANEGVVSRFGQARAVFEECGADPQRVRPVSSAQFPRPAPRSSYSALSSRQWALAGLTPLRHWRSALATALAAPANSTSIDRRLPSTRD
Target sequence (P9WH11 whole entry, looked up): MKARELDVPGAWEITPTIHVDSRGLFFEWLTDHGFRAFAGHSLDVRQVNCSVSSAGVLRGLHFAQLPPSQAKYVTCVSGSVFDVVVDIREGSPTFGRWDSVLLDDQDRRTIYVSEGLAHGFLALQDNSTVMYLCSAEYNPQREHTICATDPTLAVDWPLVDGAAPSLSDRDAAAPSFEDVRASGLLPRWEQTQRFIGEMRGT
Starred values were filed as active, the others as inactive; . = no result given. A portion of the library; the hit share may differ from the screen's.

structure	M. tuberculosis GlmU	Mtb RmlCD inh
C/C=C/c1ccc(OCC(O)CN2CCCCC2CC)c(OC)c1 (stereo not given)	-4.9%	5
Cc1ncc(C[n+]2csc(CCOC(=O)CC34CC5CC(CC(C5)C3)C4)c2C)c(N)n1	8.2%	2
O=C(N=Nc1c(O)[nH]c2ccc(F)cc12)C1COc2ccccc2O1 (stereo not given)	12%	1
CCOc1ccc(N(CC(=O)NC2CCCC2)S(=O)(=O)c2c(C)noc2C)cc1	-6.0%	-10
O=C(c1ccc(C(F)(F)F)cc1)n1ccc(-c2cccs2)n1	.	-5
Cc1ccc2c(c1)C1CN(C)CCC1N2C(=O)Cn1cnc2c1c(=O)n(C)c(=O)n2C (stereo not given)	-2.7%	.
Cn1c(Cn2c(=O)sc3ccccc32)nnc1SCC(=O)NCc1ccc(F)cc1	-4.1%	13
O=C(Cc1c(F)cccc1Cl)N1CCN(C(=O)c2ccco2)CC1	4.0%	.

Some of the entries so far, with values under each structure:
Sequence of screens – M. tuberculosis GlmU | Mtb RmlCD inh
Cc1ncc(C[n+]2csc(CCOC(=O)CC34CC5CC(CC(C5)C3)C4)c2C)c(N)n1
    8.2% | 2
O=C(N=Nc1c(O)[nH]c2ccc(F)cc12)C1COc2ccccc2O1 (stereo not given)
    12% | 1

The results go on.
structure	M. tuberculosis GlmU	Mtb RmlCD inh
C=CCc1ccccc1OCCCCN1CCCC1	-0.5%	4
O=[N+]([O-])c1ccc(-c2csc(Nc3ccccc3)[n+]2Cc2ccccc2)cc1	5.5%	.
N#CCSc1nc2ccccc2c(=O)n1CCC(=O)NCCc1ccccc1	-1.2%	.
O=C1CC(c2ccco2)Cc2nc(NCC3CCCO3)ncc21 (stereo not given)	0.1%	11
CCC1=NC(c2ccc(OC)c(OC)c2)N(O)C1(C)C (stereo not given)	-2.2%	3
O=c1cc(/C=C/c2cccs2)[nH]c2ccccc12	5.4%	.
CN(CC(=O)c1c(N)n(C)c(=O)n(C)c1=O)c1ccccc1	-0.8%	13
O=C(Cc1ccc(S(=O)(=O)N2CCOCC2)s1)Nc1ccc2c(c1)CCC2	3.4%	15
CN(C)S(=O)(=O)N1CCN(c2ccc([N+](=O)[O-])c(NC3CC3)c2)CC1	2.1%	7
CN(C)c1ccc(/C=N/NC(=O)c2ccc3nc[nH]c3c2)cc1	-3.7%	4
Cc1nc2ccc(NC(=O)N(C)c3ccccc3)cc2s1	-2.6%	.
COc1ccc(/C=N/NC(=O)c2ccn[nH]2)cc1COc1ccc(F)cc1	3.6%	9
CCC(C)NC(=O)c1ccccc1NC(=O)COc1ccc(OC)cc1 (stereo not given)	.	7
CCCN(CCC)C(=O)Cn1c(=O)n(CCCCCC(=O)Nc2ccccc2)c(=O)c2sccc21	-5.8%	8
COc1ccccc1CC(=O)NNC(=O)c1cccs1	5.7%	-10
Cc1ccc(-n2nc(C)c(NC(=O)CCl)c2C)cc1C	0.1%	11
COC(=O)c1sccc1NC(=S)Nc1cc(OC)ccc1OC	12%	-7
COc1cc(OC)cc(-c2nnc(SCC(=O)Nc3cccc(C(=O)O)c3)s2)c1	3.4%	6
O=[N+]([O-])c1cc(Br)cc(C=Nc2ccc3c(c2)OCO3)c1O	2.2%	33
O=C(NN1C(=O)C2C3C=CC(C3)C2C1=O)c1ccccc1 (stereo not given)	0.5%	11
Cc1ccc(SCc2[nH]nc3c2C(c2cccnc2)C(C#N)=C(N)O3)cc1 (stereo not given)	-3.3%	6
O=C(CCc1ccc(O)cc1)NNC(=S)NCCc1ccccc1	2.9%	26
Cc1ccccc1-c1nc(CS(=O)(=O)CC(=O)NCCN2CCOCC2)c(C)o1	3.0%	-8
COCCNCc1ccc(Cl)cc1Cl	8.8%	2
COc1ccccc1NC(=S)c1ccccc1	1.1%	-8
O=C(CN1CCN(S(=O)(=O)c2ccccc2)CC1)Nc1ccc(N2CCOCC2)cc1	0.8%	.
O=C(c1cc2ccccc2o1)n1nnc2ccccc21	4.7%	0
COc1ccc2c(c1)NP(=S)(Oc1ccccc1)N2 (stereo not given)	1.8%	19
COCCNC(=O)CSc1nnc(-c2ccc(C)cc2)c(-c2ccc(C)cc2)n1	-6.4%	-4
O=c1nc(-c2ccccc2)n(-c2ccccc2)[nH]1	-3.6%	-10
O=[N+]([O-])c1cccc(COc2ncnc3cc([N+](=O)[O-])ccc23)c1	-3.2%	-8
CCOc1ccc(-c2csc(NC(=O)CSCC(=O)O)n2)c2ccccc12	-1.0%	22
COc1ccc(/C=C(/C#N)C(=O)Nc2ccc(O)cc2)cc1C(=O)O	-1.2%	-7
COc1cc(CCCN2C(N)=NC[C@H]2Cc2ccc(O)cc2)cc(OC)c1OC	0.1%	-8
Cc1ccc(C(=O)Nc2nc(=O)n(C)s2)cc1	-3.1%	-2
CCCCNC(=O)C1CCN(C(=O)Nc2ccc(C)cc2)CC1	-4.0%	.
CCc1ccccc1N(CC(=O)OC)S(C)(=O)=O	-1.3%	-4
Cc1ccc(-c2nnc(SCC(=O)Nc3ccc4c(c3)oc3ccccc34)n2C)c(Cl)c1	-0.2%	.
OC(COCc1ccc(Cl)cc1)CN1CCN(CC(O)COCc2ccc(Cl)cc2)CC1 (stereo not given)	3.7%	.
COc1cc(/C=C/C(=O)OCC(=O)c2c[nH]c3ccccc23)ccc1OC(F)F	4.3%	5
CC(C)OCCCNC(=S)NNC(=O)c1ccc(Cl)c(Cl)c1	2.6%	1
O=C(CCN1CCN(Cc2ccccc2)CC1)NNC(=O)Cc1ccc(Cl)c(Cl)c1	6.7%	5
COC(=O)[C@@H]1C[C@@]2(O)[C@H](O)[C@H](O)[C@H](O)C[C@H]2N1Cc1ccc(C)s1	-1.1%	.
O=C(O)c1c2c(nc3ccccc13)-c1ccccc1CC2	8.9%	-10
COC(=O)c1ccc(N2C(=O)CC(SCCN)C2=O)cc1 (stereo not given)	-2.2%	10
CC(C)(C)c1cc(C(=O)NN)n(Cc2ccc(Cl)cc2Cl)n1	3.1%	-1
CN1CC=C2C(C#N)=C(N)C(C#N)(C#N)[C@H](c3ccoc3)[C@H]2C1	2.3%	.
COc1ccc(/C(O)=C2/C(=O)C(=O)N(CCCN(C)C)C2c2ccc(C)o2)cc1Cl (stereo not given)	1.3%	12
S=C(NCC1CCCO1)NC1CC1 (stereo not given)	3.5%	6
S=c1[nH]nc(-c2ccc3ccccc3n2)n1-c1ccc2ncccc2c1	3.4%	6
CN1CCCN(S(=O)(=O)c2ccc(Cl)c(Cl)c2)CC1	-0.7%	5
CCOC(=O)C1(CC2CC2)CCN(S(=O)(=O)C[C@]23CC[C@H](CC2=O)C3(C)C)CC1	-2.8%	14
CN(C)N(C)C(=O)C(O)(c1ccccc1)c1ccccc1	-0.9%	0
Fc1ccc(CSc2nnc(-c3ccncc3)o2)cc1	-1.8%	-5
O=S(=O)(c1ccc(Br)cc1)N1CCCC1c1nc2ccccc2s1 (stereo not given)	-0.9%	-1
Cc1cc(N)c(NC2=CC(=O)CC(C)(C)C2)cc1C	5.8%	19

Other entries:
structure	M. tuberculosis GlmU	Mtb RmlCD inh
Cc1ccc(N(C)C(=O)c2ccc(CNc3c(N4CCC(C)CC4)c(=O)c3=O)cc2)cc1	-0.5%	-4
CCN(CC)c1ccc(/C=N/NC(=O)c2cc(C)nc3ccccc23)cc1	-4.4%	-2
COC(=O)c1ccc(Cn2cc([N+](=O)[O-])cn2)cc1	-1.5%	2
COc1ccc(N2CCN(Cc3nc4c(c(=O)n(C)c(=O)n4C)n3CCc3ccccc3)CC2)cc1	-1.7%	-6
O=C(Nc1sc2c(c1C(=O)NCc1ccco1)CCCC2)c1ccc2c(c1)OCO2	7.6%	24
COc1c(O)cccc1[C@@H](O)C1CCN(CCc2ccc(F)cc2)CC1	-1.4%	.
NS(=O)(=O)c1ccc(NC(=S)N2CCN(Cc3ccc4c(c3)OCO4)CC2)cc1	-0.8%	-10
Cc1cc(O)c(N)c(C)c1Cl	7.4%	6

2 compounds drawn at random from the list so far, as already listed:
structure	M. tuberculosis GlmU	Mtb RmlCD inh
Cc1ccc(N(C)C(=O)c2ccc(CNc3c(N4CCC(C)CC4)c(=O)c3=O)cc2)cc1	-0.5%	-4
Cc1cc(O)c(N)c(C)c1Cl	7.4%	6

Continued:
structure	M. tuberculosis GlmU	Mtb RmlCD inh
CC(=O)c1c(C)[nH]c(C(=O)OCc2cccc(Cl)c2)c1C	-4.3%	6
CC(C)c1nnc(NC(=O)C2CCCO2)s1 (stereo not given)	6.2%	-5
COc1ccc2c(c1)CCc1c(C(=O)NCCN3CCOCC3)noc1-2	-1.4%	-6
COC(=O)c1sc(OC)cc1OCc1ccc(C)cc1	0.8%	5
COc1cc2nc(SCc3ccc(F)cc3)n(Cc3cccs3)c(=N)c2cc1OC	3.4%	73
COc1ccc(C(=S)NCS(=O)(=O)c2ccc(C)cc2)cc1	3.1%	-8
O=C1c2ccccc2-c2c1cccc2C(=O)N1CCCCC1	-1.6%	.
CCOC(=O)c1nc2cc3n(c(CC(C)C)c-2c1C)CC(C)=C3C	-14%	.
O=C(Nc1ccc(N2CCCC2)c(Cl)c1)c1cccc(-c2cc3ccccc3oc2=O)c1	0.7%	11
COc1ccc2nc(-c3ccc(Cl)cc3)cc(C(=O)O)c2c1	7.7%	6
Cc1[nH]c2ccccc2c1C(=O)CN1CC(C)OC(C)C1 (stereo not given)	4.9%	.
COc1ccc2nc(N/C(=N/S(=O)(=O)c3cccs3)c3ccccc3Cl)sc2c1	-1.4%	1
O=c1c2ccccc2ncn1Cc1ccc(Cl)cc1	1.9%	1
COc1cc(S(=O)(=O)n2nnc3ccccc32)c(OC)cc1Cl	6.5%	3
O=C(/C=C/Nc1ccccc1)C(F)(F)F	6.5%	9
Cc1ccc(-c2nnc3sc(-c4ccncc4)nn23)cc1	2.0%	.
Cc1cc(C(C)(C)C)oc1C(=O)Nc1ccc(CC(=O)O)cc1	2.1%	.
CSCCC(NS(=O)(=O)/C=C/c1ccccc1)C(=O)NCCc1ccc(S(N)(=O)=O)cc1 (stereo not given)	0.8%	.
CCOC(=O)C1=C(c2ccccc2)NC(=O)NC1c1ccc(OC)c(OC)c1 (stereo not given)	-1.3%	-1
O=C(O)C1CCCCC1C(=O)Nc1cc(Cl)ccc1Cl (stereo not given)	0.5%	8
O=C(NCc1nc2ccccc2[nH]1)C1=C[C@H](c2ccccc2)C[C@H](OCCCCO)O1	-3.3%	.
COc1ccc(N(CC(=O)NCCSCc2c(F)cccc2Cl)S(C)(=O)=O)cc1OC	0.1%	.
O=C1CC(CSc2ccc(Cl)cc2)=NN1	3.2%	6
O=C(Nc1ncc(Cc2cccc(C(F)(F)F)c2)s1)c1ccc(-c2cccc([N+](=O)[O-])c2)o1	-6.9%	-1
COc1cccc(/C=N/NC(=O)CO/N=C(\C)c2cccs2)c1OC	1.0%	.
CN(C)CCN1C(=O)C(=O)/C(=C(/O)c2ccc3c(c2)OCCO3)C1c1ccccn1 (stereo not given)	-4.3%	-2
OCCC1CN(Cc2nc(-c3ccc(F)cc3)cs2)CCN1CCc1ccccc1 (stereo not given)	0.5%	-14
CCc1nc(CN2CCCC(C(=O)c3ccc4c5c(cccc35)CC4)C2)c(C)[nH]1 (stereo not given)	-0.5%	-7
CCCCNC(=O)C1COc2ccccc2O1 (stereo not given)	0.8%	.
CC(c1ccccc1)N1CC(C(=O)NC2CCCC2)CC1=O (stereo not given)	1.6%	7
CCOC(=O)CC1C(=O)NCCN1C1CCCC1 (stereo not given)	-1.5%	4
O=c1c2ccccc2sn1-c1cc(S(=O)(=O)N2CCOCC2)ccc1N1CCOCC1	-8.0%	.
CN(C)C(CNC(=O)C1CCCN(C(=O)c2ccc(Cl)cc2)C1)c1ccco1 (stereo not given)	0.8%	-9
O=C(Nc1ccc(Br)cc1)c1ccc(F)c(S(=O)(=O)NCc2cccs2)c1	-1.0%	8
Cc1ccnc(SCc2ccc([N+](=O)[O-])cc2)n1	2.4%	6
Cc1ccc(/C=c2\sc3nc(-c4ccco4)nn3c2=O)o1	5.8%	.
Cc1scc(C(=O)N/N=C/c2ccc(OCC(C)C)cc2)c1C	8.8%	.
CCCCCn1c2c(c(=N)c3ccccc31)CCC2	1.6%	-19

Single records, as listed above. Order of screens: M. tuberculosis GlmU | Mtb RmlCD inh
Entry for COc1ccc(N2CCN(Cc3nc4c(c(=O)n(C)c(=O)n4C)n3CCc3ccccc3)CC2)cc1 → -1.7% | -6
Entry for COc1ccc2c(c1)NP(=S)(Oc1ccccc1)N2 (stereo not given) → 1.8% | 19
Entry for Cc1[nH]c2ccccc2c1C(=O)CN1CC(C)OC(C)C1 (stereo not given) → 4.9% | .
Entry for CC(C)OCCCNC(=S)NNC(=O)c1ccc(Cl)c(Cl)c1 → 2.6% | 1
Entry for COC(=O)[C@@H]1C[C@@]2(O)[C@H](O)[C@H](O)[C@H](O)C[C@H]2N1Cc1ccc(C)s1 → -1.1% | .

Bioassay records as filed in PubChem BioAssay.
